CHT PAM = allosteric activators of human choline transporter CHT. Q9GZV3. CHT-expressing cells, membrane potential dye, choline EC20; hits give high values; LV-AA mutant CHT in HEK293 cells. B-score at 10 µM. 310,000 tested, 0.49% active;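 active = initial fluorescence not abnormally high and integrated response B-score, plate-corrected, over 3 SD above library mean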
Target sequence (Q9GZV3 whole entry, looked up): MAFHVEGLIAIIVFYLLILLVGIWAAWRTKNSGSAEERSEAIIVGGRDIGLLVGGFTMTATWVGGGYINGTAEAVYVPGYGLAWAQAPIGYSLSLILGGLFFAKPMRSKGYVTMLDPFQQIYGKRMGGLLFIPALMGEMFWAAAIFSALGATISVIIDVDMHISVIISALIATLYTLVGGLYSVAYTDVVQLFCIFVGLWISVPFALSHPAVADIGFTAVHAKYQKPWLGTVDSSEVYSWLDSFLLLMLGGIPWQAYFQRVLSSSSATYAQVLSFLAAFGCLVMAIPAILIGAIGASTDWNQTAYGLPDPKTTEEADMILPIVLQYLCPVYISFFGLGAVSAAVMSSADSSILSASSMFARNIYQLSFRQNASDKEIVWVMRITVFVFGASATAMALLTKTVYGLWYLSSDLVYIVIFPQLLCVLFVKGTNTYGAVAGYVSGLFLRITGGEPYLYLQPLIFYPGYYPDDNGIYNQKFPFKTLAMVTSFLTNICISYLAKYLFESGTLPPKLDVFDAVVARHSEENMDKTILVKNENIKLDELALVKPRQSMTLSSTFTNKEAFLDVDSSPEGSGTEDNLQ
CHT block = inhibitors of human choline transporter CHT | CHT-expressing cells, membrane potential dye, choline response; hits give low values | B-score at 10 µM | 310,000 tested, 0.86% active | AID 488975;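 active = B-score over 3 SD under the library average, and starting fluorescence ratio not unusually high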;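 note: choline stimulus applied at its EC90 after an EC20 pre-addition; B-score computed on integrated fluorescence ratio after choline addition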
Calls only; i = inactive.

SMILES	CHT PAM	CHT block
CCN(CC)CCCNC(=O)N[C@@H](Cc1ccccc1)C(=O)O	i	i
O=[N+]([O-])c1ccc(Nc2ccc(F)cc2)nc1	i	i
O=C(CN1CCN(c2ncc(C(F)(F)F)cc2Cl)CC1)Nc1ccc2c(c1)OCO2	i	i
Cc1ccc(NC(=O)C2(c3ccccc3)CCCC2)nc1	i	i
O=C(/C=C\Nc1ccccn1)c1ccc(Cl)cc1	i	i
Cc1ccccc1C(=O)N1CCC(C(=O)Nc2ccc(F)cc2)CC1	i	i
O=C(O)CCCC(=O)NNc1ncnc2ccccc12	i	i
CN(C)S(=O)(=O)c1ccc(C(=O)NCc2nnc(SCC(=O)N3CCCC3)o2)cc1	i	i
Cc1ccc(OS(=O)(=O)c2c(C)nn(C)c2Cl)c(C)c1	i	i
C=CCSc1ncc(-c2ccccc2)cn1	i	i
Cc1cc([N+](=O)[O-])nn1CCCC(=O)NC(C)c1ccccc1 (stereo not given)	i	i
CC(=O)c1ccc(NC(=O)/C(C#N)=C/c2ccncc2)cc1	i	i
CC(=O)NCCc1nc2ccccc2n1CCOc1ccccc1	i	i
COc1ccc(NC(=O)Nn2cnnc2)cc1OC	i	i
Cc1ccc(CNC(=O)C2CCCN(c3nc(C)cc(C)n3)C2)cc1 (stereo not given)	i	i
CC1(c2ccc(OCC(N)=O)cc2)NC(=O)NC1=O (stereo not given)	i	i
O=C1OC(=O)C2C3CCC(O3)C12 (stereo not given)	i	i
CCCCn1c(=NC(=O)c2ccc3c(c2)OCO3)c(C#N)cc2c(=O)n3cccc(C)c3nc21	i	i
COc1cccc(OC)c1C(=O)Nc1c(C(=O)N2CCN(C)CC2)oc2ccccc12	i	i
CCN1CCN(Cc2coc3ccc(C)cc3c2=O)CC1	i	i
COc1cc2c(c(O)c1OC)C(=O)C(OC)CCC2 (stereo not given)	i	i
COC(=O)c1ccc(COc2ncnc3ccccc23)o1	i	i
CN=C(Nc1ccc2c(c1)OCO2)SC1CC(=O)N(c2ccccc2)C1=O (stereo not given)	i	i
Oc1ccc(N2CCN(C(c3cccs3)c3nnnn3CCc3ccccc3)CC2)cc1 (stereo not given)	i	i
O=C(O)C1CCCCC1C(=O)NCc1cn2ccccc2n1 (stereo not given)	i	i
CCOC(=O)c1cccc(NC(=O)CNC(=O)C2CCCCC2)c1	i	i
COc1ccccc1CNC(=O)C1CC(c2c(Cl)cccc2Cl)=NO1 (stereo not given)	i	i
CN(C)CCNc1oc(-c2ccccc2F)nc1C#N	i	i
CS(=O)(=O)N(CC(=O)Nc1c(F)cccc1F)c1ccc(C23CC4CC(CC(C4)C2)C3)cc1	i	i
O=C(Cn1nnc(-c2cccc(C(F)(F)F)c2)n1)NC1CCCC1	i	i
Cc1cc(C)c(C)c(S(=O)(=O)Nc2ccccc2C(=O)O)c1C	i	i
COc1cc(/C=C/CO)cc(OC)c1OC/C=C(\C)CCC=C(C)C	i	i
COCC1CCN(C(=O)c2cc(COc3ccccc3SC)on2)C1 (stereo not given)	i	i
COc1cc(CCNC(=O)CCCn2c(=O)c3cccn3c3cccnc32)cc(OC)c1OC	i	i
CCOc1ccc(NS(=O)(=O)c2ccc(OC)c(NC(=O)c3ccc4c(c3)OCCO4)c2)cc1	i	i
NCCCCCC(=O)Nc1ccncc1	i	i
Cc1ccc(C2(C)NC(=O)N(CC(=O)N3CCN(S(=O)(=O)c4cccc(F)c4)CC3)C2=O)cc1 (stereo not given)	i	i
CCOC(=O)N1CC=C2C(C#N)=C(N)C(C#N)(C#N)[C@H](c3cccs3)[C@H]2C1	i	i
CCN(CC)S(=O)(=O)N1CCC(C(=O)NCCC2=CCCCC2)CC1	i	i
CCCCCNCC(=O)Nc1cccc(C(=O)Nc2cccc(C(F)(F)F)c2)c1	i	i
CCOC(=O)Cc1csc(NC(=O)Cn2cnc3c2c(=O)n(C)c(=O)n3C)n1	i	i
CCOc1cc(C2Nc3ccccc3C(=O)N2c2ccccc2OC)ccc1O (stereo not given)	i	i
CCCCN1C(=O)C(O)(CC(=O)c2c(C)n[nH]c2C)c2cc(Br)ccc21 (stereo not given)	i	i
Cc1ccc(N2C(=O)C(c3c(C)[nH]n(-c4ccccc4)c3=O)(C(F)(F)F)C3=C2CC(C)(C)CC3=O)cc1 (stereo not given)	i	i
COc1ccc(-n2c(C)nnc2SCC(=O)N2CCOCC2)cc1	i	i
CCc1nc(SCc2cccnc2)[nH]c(=O)c1C	i	i
CCOC(=O)c1[nH]c2ccc(OC)cc2c1NC(=S)N1CCN(c2ccccc2)CC1	i	i
NCCc1nc(-c2ccccc2)cs1	i	i
Cc1cc(C)nc(NC(=NCc2ccc3c(c2)OCO3)NC(=O)Nc2ccccc2)n1	i	i
Cc1cc(=O)n2[nH]c(SCc3c(F)cccc3Cl)nc2n1	i	i
Remaining list, next part:
SMILES	CHT PAM	CHT block
Cc1cc(C)cc(NC(=O)N2CCCN(c3ncccc3[N+](=O)[O-])CC2)c1	i	i
CCN(CC)S(=O)(=O)c1ccc(C(=O)NCc2ccc3c(c2)OCO3)cc1	i	i
COc1ccc([N+](=O)[O-])cc1NC(=O)C(C)OC(=O)C1CCCC1 (stereo not given)	i	i
CC1CCN(C(=O)c2ccc(-c3ccccc3Cl)o2)CC1	i	i
CCN1C(=O)/C(=C2\SC(=S)N(NC(=O)c3ccccc3O)C2=O)c2ccccc21	i	i
O=C(Cc1ccc(F)cc1)Nc1cccc2cccnc12	i	i
Cc1ccc(C(=O)Nc2ccccc2Oc2ccccc2)cc1[N+](=O)[O-]	i	i
Cc1cc(Cl)ccc1OCCCC(=O)N/N=C/c1cccc([N+](=O)[O-])c1	i	i
CCOc1ccc(C(=O)CN2C(=O)NC3(CCCCCC3)C2=O)cc1	i	i
O=C(O)CCCC(=O)NNC(=O)c1cccc(Br)c1	i	i
CCOc1cc(-c2cc(-c3ccc(C)cc3)nc(N)c2C#N)ccc1O	i	i
O=C(CSc1nc(-c2ccc(F)cc2)nc2ccc(F)cc12)Nc1cccc(C(=O)O)c1	i	i
Cc1ccc(C(=O)N2CCCC(c3ccc(Cl)cc3)=N2)cc1	i	i
O=C(OCC(=O)N1CCOCC1)c1ccc[nH]c1=O	i	i
CCOC(=O)c1cccc(OCC(O)CNCCOc2ccccc2F)c1 (stereo not given)	i	i
O=c1[nH]c(C(Cl)Cl)nc2sc3c(c12)CCN(Cc1ccccc1)C3	i	i
CCOC(=O)c1ccc2c(c1)N(CC#N)C(=O)C(C)(C)O2	i	i
COc1ccc(Nc2cc(C)nc3ncnn23)cc1Cl	i	i
CCc1cc2ccc(OC)cc2nc1SCC(=O)Nc1cc(C)on1	i	i
COCCNC(=O)CN1C(=O)NC2(CCCc3cc(OC)ccc32)C1=O (stereo not given)	i	i
COc1cc(Br)c(C(C)NC(=O)c2ccccc2)cc1OC (stereo not given)	i	i
CC(=O)c1cccc(N=Cc2c(O)ccc3ccccc23)c1	i	i
CCn1c(Cc2ccccc2)nnc1SCC(=O)NC1CCCC1	i	i
CCN(C(=O)COC(=O)c1cc(-c2cccc3ccccc23)nc2ccccc12)C1CCS(=O)(=O)C1 (stereo not given)	i	i
CNc1nnc(-c2cc3cc(Cl)ccc3oc2=O)s1	i	i
N#Cc1c(N)n(Cc2ccccc2)c(=O)c2cc([N+](=O)[O-])ccc12	i	i
O=C(COC(=O)c1ccc(F)c(S(=O)(=O)N2CCOCC2)c1)NCc1ccco1	i	i
CCOc1ccc(NC2CCN(C(C)=O)CC2)cc1	i	i
CCOc1ccc(NC(=O)c2cnsn2)cc1	i	i
CC1CN(C(=O)c2ccc(COc3ccccc3Cl)o2)CC(C)O1 (stereo not given)	i	i
COc1cc(CO)c(Br)cc1OCC(N)=O	i	i
O=C(/C=C/c1ccco1)c1ccc(O)cc1	i	i
CCN1C(=O)N[C@@H](c2cccc(C(F)(F)F)c2)[C@@H](C(=O)OC)[C@H]1C	i	i
O=C(Nc1ccccc1Cl)N1CCCN(c2nc(-c3ccccc3)ns2)CC1	i	i
Cc1noc(C)c1S(=O)(=O)N(CC(=O)NC(C)c1ccccc1)c1ccc(C(C)C)cc1 (stereo not given)	i	i
Nc1ccccc1-c1nc2ccccc2[nH]1	i	i
Cc1ccc(S(=O)(=O)N(C)C)cc1NC(=O)CSc1nnnn1-c1ccc(O)cc1	i	i
O=C(c1sc2cccc(F)c2c1Cl)N1CCN(c2ncccn2)CC1	i	i
Cc1ccc(NCc2nc3ccccc3n2CCOc2ccccc2)cc1	i	i
CC1CN(S(=O)(=O)c2ccc(CN3C(=O)c4cccnc4C3=O)s2)c2ccccc2O1 (stereo not given)	i	i

Next section; it opens with the four that closed the last part.
SMILES	CHT PAM	CHT block
Cc1ccc(S(=O)(=O)N(C)C)cc1NC(=O)CSc1nnnn1-c1ccc(O)cc1	i	i
O=C(c1sc2cccc(F)c2c1Cl)N1CCN(c2ncccn2)CC1	i	i
Cc1ccc(NCc2nc3ccccc3n2CCOc2ccccc2)cc1	i	i
CC1CN(S(=O)(=O)c2ccc(CN3C(=O)c4cccnc4C3=O)s2)c2ccccc2O1 (stereo not given)	i	i
COCCCNC(=O)C12CCC(C)(C(=O)C1)C2(C)C (stereo not given)	i	i
CN(C)/N=C/c1ccc(OS(=O)(=O)c2ccccc2)cc1	i	i
COCC(=O)Nc1ncc(S(=O)(=O)c2ccc([N+](=O)[O-])cc2)s1	i	i
CCNc1ccc(S(=O)(=O)N(C)C)cc1NCC(=O)Nc1ccccc1Cl	i	i
COc1cc2c(cc1OC)CN(C(=O)C1CCC(=O)N(CCCN3CCOCC3)C1)CC2 (stereo not given)	i	i
CCOc1cc(-c2nc(-c3ccccc3)c(-c3cc([N+](=O)[O-])ccc3C)[nH]2)ccc1O	i	i
CC1=C(C(=O)OCc2ccccc2)C(c2ccccc2Cl)NC(=O)N1CCCC(=O)O (stereo not given)	i	i
CCOC(=O)C1Nc2c(F)cc(C)cc2C2C=CCC12 (stereo not given)	i	i
CCOC(=O)C1(CCc2ccccc2)CCN(C(=O)C2CCCO2)CC1 (stereo not given)	i	i
O=C(Nc1ccc(S(=O)(=O)N2CCOCC2)cc1)c1cccs1	i	i

Reprinted from the part before: 5 entries; new compounds follow.
SMILES	CHT PAM	CHT block
CCOc1cc(-c2nc(-c3ccccc3)c(-c3cc([N+](=O)[O-])ccc3C)[nH]2)ccc1O	i	i
CC1=C(C(=O)OCc2ccccc2)C(c2ccccc2Cl)NC(=O)N1CCCC(=O)O (stereo not given)	i	i
CCOC(=O)C1Nc2c(F)cc(C)cc2C2C=CCC12 (stereo not given)	i	i
CCOC(=O)C1(CCc2ccccc2)CCN(C(=O)C2CCCO2)CC1 (stereo not given)	i	i
O=C(Nc1ccc(S(=O)(=O)N2CCOCC2)cc1)c1cccs1	i	i
COc1cc2ccccc2cc1C(=O)NCCCN1CCOCC1	i	i
COc1ccc2c(c1)c(C(=O)OCCN(C)C)c(C)n2C	i	i
Cc1cccc(N(C(=O)CNC(=O)c2cccs2)C(C(=O)NC2CCCC2)c2cccnc2)c1 (stereo not given)	i	i
O=C(CN1C(=O)COc2ccccc21)NCc1ccc(C(=O)O)cc1	i	i
COc1ccc(-c2nn3c(-c4ccccn4)nnc3s2)cc1OC	i	i
Cc1cc(OC(C)C(=O)N/N=C/CC(C)c2ccccc2)ccc1Cl (stereo not given)	i	i
S=c1[nH]nc(-c2ccc(Br)cc2)n1-c1ccc2c(c1)OCCO2	i	i
CCOC(=O)c1nc(C)n(-c2cc(Cl)ccc2Cl)n1	i	i
CC1CCCN(c2nc3c(c(=O)n(C)c(=O)n3C)n2Cc2ccccc2)C1 (stereo not given)	i	i
NS(=O)(=O)c1ccc2nc(NC(=O)Nc3ccccc3F)sc2c1	i	i
COc1ccc(C(=O)Nc2ccc(S(=O)(=O)N3CCN(C)CC3)cc2)cc1	i	i
COCCCNC(=O)Nc1ccc(Br)cc1Cl	i	i
CCOC(=O)[C@H]1[C@H]2COc3cc(OC)ccc3[C@@H]2N2C(=O)c3cc(F)ccc3NC(=O)[C@@]12C	i	i
COc1ccc(C(=O)Nc2c(Cl)cc(Cl)cc2C(=O)NCCN2CCOCC2)cc1	i	i
CC(=O)Nc1ccc(OCC(=O)NCc2ccccc2)cc1	i	i
CC(C)(CNC(=O)c1ccc(S(=O)(=O)N2CCCC2)cc1)N1CCOCC1	i	i
CC(=O)c1cccc(NC(=O)C2CCN(S(=O)(=O)c3ccccc3)CC2)c1	i	i
CN(C)/C=N/N(C)c1ncccc1[N+](=O)[O-]	i	i
Cn1c(=O)c2c(ncn2CC(=O)Nc2nc(-c3ccc(F)c(F)c3)cs2)n(C)c1=O	i	i
O=C(NN1C(=O)/C(=C\c2ccc(O)c([N+](=O)[O-])c2)SC1=S)c1ccccc1Cl	i	i
Cc1ccc(/C=N/NC(=O)COc2ccc(Cl)c(C)c2)o1	i	i
CCC(C)(C)NC(=O)C(c1ccc(OC)cc1)N(CCOC)C(=O)CCC(=O)Nc1nccs1 (stereo not given)	i	i
COc1cc(C)c(S(=O)(=O)N2CCN(C)CC2)cc1C	i	i
COc1ccc(OC)c(C2NC(=O)NC(C)=C2C(=O)Nc2ccc(C)cc2)c1 (stereo not given)	i	i
O=C(Nc1ccc(F)cc1F)c1cc2nc3c(c(C(F)(F)F)n2n1)CCCC3	i	i
Cc1cc(-c2ccc(C)c(S(=O)(=O)NCCCN3CCCCCC3)c2)on1	i	i
O=C(NCCc1ccccc1)c1ccccc1NC(=O)C1CCCCC1C(=O)O (stereo not given)	i	i

Quoted from the entries so far for reference:
SMILES	CHT PAM	CHT block
O=C(NN1C(=O)/C(=C\c2ccc(O)c([N+](=O)[O-])c2)SC1=S)c1ccccc1Cl	i	i
Cc1ccc(/C=N/NC(=O)COc2ccc(Cl)c(C)c2)o1	i	i
CCC(C)(C)NC(=O)C(c1ccc(OC)cc1)N(CCOC)C(=O)CCC(=O)Nc1nccs1 (stereo not given)	i	i
COc1cc(C)c(S(=O)(=O)N2CCN(C)CC2)cc1C	i	i
COc1ccc(OC)c(C2NC(=O)NC(C)=C2C(=O)Nc2ccc(C)cc2)c1 (stereo not given)	i	i
O=C(Nc1ccc(F)cc1F)c1cc2nc3c(c(C(F)(F)F)n2n1)CCCC3	i	i
